Screens from PubChem BioAssay.
WT yeast gro inh = growth inhibition of WT yeast, mitochondrial fusion screen; mitochondrial fusion phenotypic screen, WT strain; inhibition, % at 10 µM; 190,000 tested, 2.1% active; AID 1362; in the data active = inhibition above about 58%; tested in S. cerevisiae
Ins promoter up = MIN6 insulin promoter up-regulation; MIN6 insulin promoter-GFP reporter, high-content imaging; hits give high values; z-score at 5 µM; 190,000 tested, 0.3% active; AID 1625;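 active = z-score above 3 at 5 µM with at least 500 cells counted in the well; inconclusive = wells under 500 cells, flagged as cytotoxic or low count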
West Nile antiviral = inhibition of WNV-induced cytopathic effect – cell-based, CPE readout (AID 1621); one-dose CPE inhibition, % at 10 µM; IC50 in µM for titrated hits; 290,000 tested, 0.02% active; West Nile virus-infected cells, CPE inhibition; higher % means a stronger effect; in the data active = a potency from the dose series; inconclusive = CPE inhibition mostly from about 3.7% at the one dose, without a potency; inactive = the rest, 99 in 100 with CPE inhibition below about 2.2%; note: strong numbers were not always called active
Autophagy mod = modulators of autophagy; MEF GFP-LC3 puncta imaging; test concentration mostly 10 µM; calls only at 10 µM (by protocol); 190,000 tested, 0.98% active; AID 463193;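 active = percentage of spot-positive cells more than 3 SD above its plate mean, without a fluorescence outlier flag or 80% toxicity; inconclusive = no clear call, values can overlap the other calls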;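 note: spot-positive cell cutoff set from DMSO-treated cells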
T cell modulator = T cell immune modulation candidate; 2C CD8+ T cell-vesicle binding, flow cytometry; hits give low values; calls only at 7 µM; 330,000 tested, 0.068% active;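 active = response, share of CD8 T cells binding vesicles, and their 90th percentile fluorescence all below set limits, cut at about 80% in these data, passing the limit was not always enough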
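Material: murine 2C transgenic CD8+ T lymphocytes / Also added: QL9-peptide-loaded Drosophila micro-vesicles bearing Ld, ICAM-1 and B7-1 / Schedule: binding step 1.5 h, 37 °C, antibody labelling 20 min, ice / Signal: flow cytometry, PE anti-B7-1 (FL2) versus Alexa647 anti-CD8 (FL8), PFA-fixed / Evaluation: percent CD8+ FL2 mean versus row control / Benchmarks: naked versus QL9-loaded vesicles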
bCat nuc transl = beta-catenin nuclear translocation modulation | HeLa beta-catenin nuclear translocation, immunofluorescence imaging | nuclear translocation activity, % at 5 µM | 190,000 tested, 0.3% active;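 active = nuclear translocation activity above 50% at 5 µM, with a well cell count of 50 or more; inconclusive = wells under 50 cells across six images, flagged as toxic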;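 note: per-cell ratio of nuclear to cytoplasmic median beta-catenin stain intensity; plate controls were DMSO negative control for no effect and GSK-3 inhibitor IX positive control for full effect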
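Read-out: Nuclear/cytoplasmic beta-catenin signal ratio, % activation | Assay system: Human HeLa cell line | Times: 24 h compound exposure at 37°C, 5% CO2 | Signal: Fluorescence imaging of beta-catenin antibody stain plus DAPI | Dosing: 5 µM primary, 0.02–20 µM confirmation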
MT stabilize HCS = stabilizes microtubules in HeLa cells; HeLa tubulin immunostaining HCS, 24 h; share of cells brighter than vehicle mean+2SD; % tubulin-high responders, % at 10 µM; 200,000 tested, 0.83% active; AID 2205;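 active = plate Z-score above 3 for both tubulin-high and condensed-nucleus cell shares, with cell loss under 80%, at 10 µM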;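 note: anti alpha tubulin signal scored within the nucleus-defined area of each cell; some results filed as inactive read as strong as hits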
Hep lipid drop = modulators of hepatic lipid droplet formation; AID 1656; AML12 mouse hepatocytes, oleate lipid droplets, BODIPY imaging; 240,000 tested, 0.4% active; inhibition, % at 6.5 µM;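 active = lipid droplet intensity inhibited by at least 50%, with more than 500 cells counted; inconclusive = wells with under 300 cells, treated as cytotoxic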
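Test system: AML12 hepatocytes (mouse); reagent: oleate loading, 100 µM; dosing: one dose, 6.5 µM compound; incubation: overnight exposure; signal: fluorescence imaging, 20x objective, two fields per well; read-out basis: % inhibition of corrected integrated BODIPY droplet signal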
Myeloid diff MLP = promotes myeloid progenitor differentiation; ER-HoxA9 myeloid progenitors, lysozyme-GFP differentiation, flow cytometry; calls only at 10 µM; 360,000 tested, 1% active; AID 624256;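 active = normalized GFP-positive differentiation at or above the plate's own cutoff, the solvent-only control mean plus 3 SD; inconclusive = no clear call, values can overlap the other calls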;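 note: cells exposed to compound for four days before flow analysis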
WT yeast gro inh mutant strain = second read-out of WT yeast gro inh, no call of its own (marks repeat the call); inhibition, %; mitochondrial fusion phenotypic screen, mutant strain inhibition
Ins promoter up cell count = second read-out of Ins promoter up, no call of its own (marks repeat the call); cell count; measured here: cytotoxicity, nuclei count;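 total cells summed across four imaged fields per well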
Hep lipid drop cells 6.5 µM = recorded beside Hep lipid drop, whose call it bears; cell count; measured here: cell count, cytotoxicity flag;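 cells counted across two imaged fields per well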
bCat nuc transl cell count 5 µM = second read-out of bCat nuc transl, no call of its own (marks repeat the call); cell count; measured here: cell count, cytotoxicity flag
T cell modulator vesicle-bound % = recorded beside T cell modulator, whose call it bears; double positive events, %; measured here: CD8+ vesicle-bound cell fraction;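 binding gate set so that unloaded-vesicle control wells show 10% double positive cells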
MT stabilize HCS Hoechst-high % = further read-out of MT stabilize HCS, marked with its call; % Hoechst-high responders; measured here: nuclear condensation Hoechst responders;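 share of cells brighter than vehicle mean plus two SD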
MT stabilize HCS cytotoxicity % = second read-out of MT stabilize HCS, no call of its own (marks repeat the call); toxicity, %; measured here: cytotoxicity by cell density;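 0% = mean cell density of plate MIN control wells and 100% = no cells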
Autophagy mod cell loss 18 h = recorded beside Autophagy mod, whose call it bears; toxicity, %; measured here: cell loss, nuclei count;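 cell loss after 18 h compound exposure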
Myeloid diff MLP GFP+ MAC1+ % = recorded beside Myeloid diff MLP, whose call it bears; GFP+ MAC1+ double positive, %; measured here: differentiation confirmed by MAC1 staining
An asterisk follows results filed as active; i = inactive; ? = inconclusive; . = no result given. The order is random (roughly 3.9% active in at least one column).

SMILES	WT yeast gro inh	WT yeast gro inh mutant strain	Ins promoter up	Ins promoter up cell count	West Nile antiviral	Autophagy mod	Autophagy mod cell loss 18 h	T cell modulator	T cell modulator vesicle-bound %	bCat nuc transl	bCat nuc transl cell count 5 µM	MT stabilize HCS	MT stabilize HCS Hoechst-high %	MT stabilize HCS cytotoxicity %	Hep lipid drop	Hep lipid drop cells 6.5 µM	Myeloid diff MLP	Myeloid diff MLP GFP+ MAC1+ %
O=C(Nc1ccc(F)cc1F)C1(c2cccs2)CCOCC1	11.5	-1.7	-0.05	1376	-0.2%	i	0.9	i	57.2	-0.4	1147	1.0	1.7	2.6	2.2	729	i	0.5
COc1ccc(NC(=O)CSc2nnc(NC(=O)C3CCC3)s2)c(OC)c1	.	.	.	.	-1.1%	.	.	i	7.8	.	.	.	.	.	13.1	785	i	0.6
O=C(c1nc2nc(-c3ccccc3)cc(C(F)(F)F)n2n1)N1CCCCC1	37.2	8.1	1.42	1194	-1.4%	i	6.8	i	35.3	-1.1	1009	2.9	3.5	20.3	-2.4	798	i	4.7
CC(O)CCC(=O)NNC1=CC(=O)CC(C)(C)C1 (stereo not drawn)	7.3	3.7	.	.	0.5%	i	18.3	i	29.8	-0.3	951	1.6	1.0	0.2	3.8	762	.	.
O=C(/C=N/O)Nc1ccc2sc3ccccc3c2c1	.	.	2.39	896	0.1%	.	.	i	24.3	-0.2	1274	.	.	.	16.6	700	i	0.0
O=c1[nH]c(CN2CCN(Cc3ccccc3)CC2)nc2scc(-c3ccccc3)c12	.	.	0.91	1053	0.7%	.	.	i	14.3	0.2	1299	.	.	.	16.3	707	i	0.4
Nc1c(N=Nc2ccccc2F)c(=O)[nH]n1-c1ccccc1	9.8	-12.6	.	.	-0.1%	i	19.0	i	51.9	.	.	2.3	1.7	8.7	.	.	i	0.5
CCOc1ccc(NC(=S)NC(=O)/C=C/c2ccco2)cc1	.	.	.	.	-1.3%	.	.	i	50.2	.	.	.	.	.	-1.1	754	i	1.0
Cc1ccccc1N(C(=O)c1snc(C(N)=O)c1N)C(C(=O)NCC1CCCO1)c1ccc(N(C)C)cc1 (stereo not drawn)	.	.	.	.	-0.3%	.	.	i	28.6	.	.	.	.	.	-2.0	798	i	0.4
COCC(=O)N(CCc1ccc(OC)c(OC)c1)Cc1cc2cc(C)ccc2nc1Cl	-4.5	0.7	-0.59	1252	-0.6%	i	12.3	i	48.3	-0.6	1110	1.2	2.0	6.4	-4.2	721	i	0.2
Cc1csc(NC(=O)[C@@H]2CCCN2C(=O)c2cccs2)n1	1.3	17.0	0.31	1177	0.0%	i	1.9	i	39.3	-1.3	1037	2.0	1.5	7.0	4.9	704	i	0.2
COc1ccc(CCN(C)C(=O)c2cccc(S(=O)(=O)NCc3ccccc3)c2)cc1OC	.	.	.	.	-1.1%	.	.	i	5.2	.	.	.	.	.	-5.8	824	i	1.4
CCOC(=O)c1nc(NNC(C)=O)sc1C	-10.4	-10.4	-0.42	1622	0.1%	i	26.9	i	49.0	-2.4	1110	2.9	1.4	5.0	2.9	677	i	0.7
CCN(CC)S(=O)(=O)c1ccc(Cl)c(C(=O)Nc2cc(C)nn2-c2ccccc2C(F)(F)F)c1	12.4	3.2	-1.49	1504	-1.3%	i	16.5	i	33.2	0.6	1016	4.0	3.1	11.9	-52.4	632	.	.
Cn1cnc(S(=O)(=O)N2CCN(C(c3ccccc3)c3ccccc3)CC2)c1	.	.	.	.	0.1%	.	.	i	10.8	.	.	.	.	.	-10.4	722	?	.
Cc1nc(N2CCN(C(c3ccccc3)c3ccccc3)CC2)[nH]c(=O)c1C	5.8	0.8	0.18	1312	-0.3%	i	1.9	.	.	-8.9	987	0.7	1.2	6.6	.	.	i	1.0
Cc1c(NC(=O)C(C)Sc2n[nH]c(N)n2)c(=O)n(-c2ccccc2)n1C (stereo not drawn)	-10.9	-27.9	0.36	855	0.4%	i	0.2	i	1.6	.	.	2.1	2.1	6.9	18.8	755	i	0.7
O=C(Nc1ccccc1C(=O)NC1CCCC1)NC1CCCC1	9.0	21.0	0.42	870	-0.5%	i	-10.3	i	35.2	-0.6	1124	5.6	2.6	6.8	3.1	739	i	0.5
Cc1sc2ncnc(SCC(=O)NC(C)(C)C)c2c1C	-9.9	-4.9	-0.54	1652	-1.4%	i	-1.0	i	45.6	1.5	1583	2.0	1.5	2.1	-2.7	730	i	0.0
O=C(NCc1ccco1)/C(=C/c1ccccc1F)NC(=O)c1ccccc1	.	.	.	.	-0.9%	.	.	i	11.5	.	.	.	.	.	-20.6	725	i	1.3
COc1cc2[nH]c(=O)n(Cc3ccc(C(=O)NCCCN4CCC(C)CC4)cc3)c(=O)c2cc1OC	23.8	21.1	0.72	906	-0.4%	i	18.8	i	12.1	.	.	2.0	0.7	1.2	-4.1	636	i	0.5
O=C(CSc1nc2nc3c(cc2c(=O)n1-c1ccccc1)CCCC3)Nc1cccc2ccccc12	9.1	-0.3	-0.34	1398	-0.1%	i	-4.5	i	43.5	0.0	1217	2.0	2.4	11.4	-1.6	669	i	0.3
CCc1cc(C(=O)N2CCCC(Nc3ccc(F)c(F)c3)C2)n(C)n1 (stereo not drawn)	.	.	.	.	-0.5%	.	.	i	7.1	.	.	.	.	.	-6.7	796	i	0.8
Cn1cccc1Cc1nnc(SCC(=O)Nc2ccc(F)cc2F)n1-c1ccc(F)cc1	-9.3	-20.5	0.29	1847	-0.8%	.	.	i	28.7	-1.5	1151	5.0	1.4	6.3	-43.5	625	?	.
Cc1ccc(O)c(NC(=O)c2ccccc2-c2ccccc2C(=O)O)c1	.	.	.	.	-0.5%	.	.	i	26.8	.	.	.	.	.	10.3	781	i	0.5
Cc1ccc(NS(=O)(=O)c2cc(Br)cnc2N)cc1C	.	.	.	.	-0.3%	.	.	i	26.6	.	.	.	.	.	-10.8	742	?	.
CC(C)CC(NS(=O)(=O)c1ccc2[nH]c(=O)c(=O)[nH]c2c1)C(=O)O (stereo not drawn)	1.0	-4.4	0.22	1599	0.3%	i	3.7	i	31.8	-2.9	1057	1.2	1.0	8.0	-21.9	642	i	0.4
O=C(O)C(Cc1ccccc1)N=Cc1c(O)c2ccccc2oc1=O (stereo not drawn)	3.2	-14.1	0.99	1207	-0.5%	i	16.8	.	.	0.8	1071	4.2	2.0	6.5	-7.1	781	i	0.0
O=C(NCc1ccccc1)C1=C[C@H](c2coc3ccccc3c2=O)C[C@H](OCc2ccc(CO)cc2)O1	10.5	4.5	-0.26	1393	2.0%	i	3.3	i	21.9	-2.6	1110	1.6	1.8	9.6	-23.0	695	i	2.7
Cn1ncc2c(NNC(=O)c3ccc(Cl)cc3Cl)ncnc21	-6.4	-10.1	0.16	1399	-0.2%	i	-9.2	i	7.4	-2.3	1171	2.8	4.7	11.9	-10.6	672	i	0.4
Cn1c(CNC(=O)CNS(=O)(=O)c2ccc(Cl)cc2)cc(=O)n(C)c1=O	.	.	.	.	0.0%	.	.	i	7.7	.	.	.	.	.	-0.6	801	i	1.3
CC(C)C(=O)Nc1cccc(NC(=O)CCN2C(=O)c3ccccc3S2(=O)=O)c1	5.8	19.2	0.63	1247	?	i	0.3	i	18.1	-3.9	1218	2.7	1.3	39.9	2.5	812	i	14.8
COc1ccc(OC)c(NC(=O)c2ccc3c(c2)C(=O)N(c2ccc(OC(C)=O)cc2)C3=O)c1	.	.	.	.	-0.1%	.	.	i	47.4	.	.	.	.	.	6.3	420	i	0.0
CC(C)c1nc2c([nH]1)c(=O)n(C)c(=O)n2C	.	.	0	1373	0.2%	.	.	i	30.8	2.6	933	.	.	.	1.7	655	i	0.4
O=C(CSc1ncn[nH]1)Nc1c(F)cc(F)cc1Br	-23.1	0.3	-0.26	928	.	i	2.5	i	53.5	-4.6	1125	3.3	1.8	3.6	13.6	791	i	0.7
Cc1ccnc(N2CCCC(C(=O)NCc3cccs3)C2)n1 (stereo not drawn)	-16.7	-4.2	.	.	-0.7%	i	-8.0	i	26.2	3.9	544	5.6	2.9	1.7	-115.4	737	i	0.9
COc1ccc(-n2cnc3cc([N+](=O)[O-])ccc32)cc1	-18.2	-6.2	-0.05	1447	1.0%	i	-8.1	.	.	0.5	1540	3.0	2.4	3.1	-8.6	729	i	0.4
CCOCCCNC(=O)CN1C(=O)c2cccc3cccc1c23	.	.	.	.	-0.3%	.	.	i	31.7	.	.	.	.	.	-7.9	843	i	0.3
CCOC(=O)C(CC)Sc1nc2c(c(=O)[nH]c(=O)n2C)n1C/C=C(/C)Cl (stereo not drawn)	14.5	15.7	0.63	1314	-0.1%	i	-5.4	i	46.7	.	.	1.6	1.6	4.0	-14.7	630	i	0.9
